# Pol iota inh: DNA polymerase iota (human) inhibition. Q9UNA4. Potency, µM (doses to about 115 µM), for inactives: at the top dose activity, negative = inhibition, usual class: inhibitors. 390,000 compounds, 1% hits. Pol iota fluorescent replication assay, 10 min
#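 Fluorescent replication assay read twice, at 0 min and 10 min after adding 50 nM (final) substrate. Enzyme (10 nM) and compounds were first incubated 15 min at room temperature; enzyme-free buffer wells were negative controls.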
# G9a block: blocks human histone lysine methyltransferase G9a; G9a H3K9 monomethylation, AlphaScreen, 2 h; Potency, µM (doses to about 102 µM), for the others: at the highest dose activity, negative = inhibition, hits mostly inhibitors; 350,000 compounds, 8.8% hits; AID 504332; note: % is set by controls: 0 for no effect and ±100 for the full control effect; nearly all actives have a fitted effect of over 75% in size
#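 G9a (20 nM) preincubated 15 min RT with compounds, then 500 nM biotinylated H3K9 peptide and 20 uM SAM added; 2 h RT reaction. Monomethyl-H3K9 product detected by AlphaScreen with anti-H3K9me1 antibody, streptavidin donor and anti-rabbit IgG acceptor beads.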
# JMJD2A Tudor inh: inhibitors of human JMJD2A Tudor domain. Potency, µM (top dose mostly 114 µM), inactives show top-dose activity change, negative = inhibition, usual class: inhibitors. O75164. 390,000 compounds, 4.4% hits. AlphaScreen JMJD2A-Tudor / H3K4me3 peptide binding; note: % is set by controls: 0 for no effect and ±100 for the full control effect; nearly all actives have a fitted effect of over 50% in size
# POLH inh: blocks human DNA polymerase eta activity; Q9Y253; recombinant Pol eta, fluorescent DNA replication assay; Potency, µM (highest dose often 114 µM), without a hit: top-dose activity change, negative = inhibition, usual class: inhibitors; 390,000 compounds, 1.2% hits; AID 588591; note: % is set by controls: 0 for no effect and ±100 for the full control effect
#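 Pol eta (10 nM) was preincubated with compounds for 15 min at room temperature, after which fluorescent replication substrate (50 nM final) was added to start the reaction. Fluorescence was read kinetically at 0 and 10 min.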
# BAZ2B block: blocks human BAZ2B | AlphaScreen BAZ2B-H3K14Ac peptide displacement | AID 504333 | 360,000 compounds, 4.4% hits | Potency, µM (top dose mostly 114 µM), inactives show at the highest dose activity change, negative = inhibition, usual class: inhibitors; note: % is set by controls: 0 for no effect and ±100 for the full control effect; nearly all actives have a fitted effect of over 60% in size
#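 BAZ2B (50 nM) with biotin-H3(5-23)K14Ac peptide (50 nM) in PBS pH 7.4, 0.01% Tween-20, preformed 30 min, then compound 30 min at room temperature; top concentration 110uM. AlphaScreen streptavidin donor/nickel chelate acceptor beads (10 ug/mL final), 20 min dark, signal read.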
# POLB inh: inhibitors of human DNA polymerase beta | Pol beta primer extension/strand displacement, fluorescence kinetic | AID 485314 | 340,000 compounds, 1.3% hits | Potency, µM (highest dose often 114 µM), for the others: at the top dose activity change, negative = inhibition, most hits filed as inhibitors; note: % is set by controls: 0 for no effect and ±100 for the full control effect
#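 10 nM enzyme + cpd, 15 min RT; start with substrate 50 nM final; read 0 min and after 10 min RT. Corrected, normalized data; 4-parameter Hill curve fit.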
# POLK inh: DNA polymerase kappa (human) inhibition; 400,000 compounds, 0.53% hits; purified Pol kappa, fluorescent DNA synthesis assay, 10 min; Potency, µM (top dose mostly 107 µM), for the others: at the highest dose activity, negative = inhibition, most hits filed as inhibitors; note: % is set by controls: 0 for no effect and ±100 for the full control effect
#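 Readout: fluorescence, taken kinetically at 0 and 10 min. Conditions: 10 nM Pol kappa, 15 min RT compound preincubation, 50 nM substrate final. Controls: enzyme-free buffer wells.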
# APE1 inh: APE1 (human) endonuclease inhibition; P27695; Potency, µM (doses to about 65.8 µM), for inactives: top-dose activity change, negative = inhibition, usual class: inhibitors; 350,000 compounds, 0.35% hits; recombinant APE1, TAMRA/BHQ-2 abasic DNA cleavage fluorescence;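 note: plate controls were vehicle for no effect and reference inhibitor for full effect; nearly all actives have a fitted effect of over 55% in size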
#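 APE1 at 0.75 nM preincubated 15 min at room temperature with compound. Reaction then started with 50 nM double-stranded THF-abasic substrate labelled with TAMRA/BHQ-2, and 525/598 nm fluorescence read kinetically. Activity taken as third-minus-first read difference, normalized to DMSO and NSC13755 controls.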
# BLM inh: blocks DNA unwinding by human BLM helicase; P54132; recombinant BLM DNA unwinding, fluorescence dequenching; Potency, µM (top dose mostly 56.1 µM), without a hit: at the highest dose activity change, negative = inhibition, usual class: inhibitors; 350,000 compounds, 0.2% hits; AID 2528;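 note: plate controls were vehicle for no effect and no enzyme for full effect; nearly all actives have a fitted effect of over 35% in size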
# Numbers without * were called inactive; ? = inconclusive; . = no result given; [ ] = another dose, or the depositor's remark. Calls come from the whole dose curve; as a rule, active = well fitted curve in the direction sought with a large enough effect; inconclusive = small, poorly fitted or top-dose-only effect, or another doubt; inactive = no such curve, though single readings can be large; an effect the other way counts as inactive or inconclusive. Potency is the fitted concentration of half-maximal effect. Not all compounds are listed; rates above refer to the full screens.
structure,Pol iota inh,G9a block,JMJD2A Tudor inh,POLH inh,BAZ2B block,POLB inh,POLK inh,APE1 inh,BLM inh
O=C(Cn1nc(Cc2cccnc2)c2ccccc2c1=O)NCC1CCCO1 (stereo not given),180%[activator],-9%[59 µM],-19%,-3%,8%,-2%,-19%,0%,2%
Cc1nc2ccccc2n1CCCOc1ccccc1,-7%,-15%[59 µM],-2%,-7%,-6%,-14%,-6%,3%,3%
COc1cccc(OCC(O)CN2CCN(CCN3C(=O)c4cccc5cccc(c45)C3=O)CC2)c1 (stereo not given),?,50µM*,?,0%,-38%,?,-14%,?,129%[activator]
CCOC(=O)C1CN(S(=O)(=O)c2ccc(C)cc2)c2ccccc2O1 (stereo not given),-7%,.,29%,-4%,21%,4%,-20%,-5%,-6%
COc1ccc(N2CCN(C(=O)c3cccc(N4C(=O)C5C6C=CC(C6)C5C4=O)c3)CC2)cc1 (stereo not given),-15%,-37%[59 µM],-19%,-5%,-22%,14%,-10%,53%[activator],0%
CCc1ccc(S(=O)(=O)c2nnn(-c3cccc(C)c3)c2N)cc1,9%,4%[59 µM],0%,-26%,5%,15%,4%,.,-12%
Cc1ccc(NC(=O)CSc2nc(C)c(C)c(C)n2)c([N+](=O)[O-])c1,9%,-15%[59 µM],-21%,-18%,?,1%,-9%,-1%,3%
Cc1cc(NC(=O)/C=C/c2ccc(Br)cc2)no1,26%,-5%[59 µM],-1%,-2%,7%,8%,-4%,6%,-3%
Cc1ccc2c(c1)cc(CN(Cc1ccc3c(c1)OCO3)C(=O)c1cnccn1)c1nnnn12,24%,6%,-23%[57.1 µM],-10%,6%,8%,-10%,-3%,5%
COC(=O)c1ccc(C(=O)OC)c(NC(=O)C(C)(C)C)c1,16%,-2%,0%,-8%,-4%,31%,0%,-3%,0%
Cc1ccc2[nH]cc(S(=O)(=O)c3ccc(F)cc3)c(=O)c2c1,40%[activator],-2%,-9%,-1%,7%,6%,-4%,-12%,0%
Cc1cccc(N(C(=O)Cn2nnc3ccccc32)C(C(=O)NC(C)(C)C)c2ccsc2)c1C (stereo not given),18%,17%[59 µM],-2%,-5%,-5%,-17%,-11%,3%,-6%
Cc1cc(Cn2nc(C(=O)NCC3CC3)cc2-c2ccccc2)on1,?,-16%[2.33 µM],-1%,-9%,-3%,.,-3%,29%,.
Cc1ccc(S(=O)(=O)NCCc2cn3ccsc3n2)cc1,20%,9%[59 µM],-5%,-17%,4%,?,-5%[60.1 µM],.,0%
CCNC(=O)COC(=O)CCNC(=O)c1cccc(C)c1,114%[activator],?,-5%,9%,?,-14%,2%,-1%,-3%
Cn1c(=O)[nH]c(=O)c2c1nc(Br)n2CCCc1ccccc1,.,16%[59 µM],.,.,6%,33%,.,-3%,0%

# Full records as entered above. Screens in order: Pol iota inh | G9a block | JMJD2A Tudor inh | POLH inh | BAZ2B block | POLB inh | POLK inh | APE1 inh | BLM inh
# `COC(=O)c1ccc(C(=O)OC)c(NC(=O)C(C)(C)C)c1` across the screens: 16% | -2% | 0% | -8% | -4% | 31% | 0% | -3% | 0%
# `Cc1ccc2[nH]cc(S(=O)(=O)c3ccc(F)cc3)c(=O)c2c1` across the screens: 40%[activator] | -2% | -9% | -1% | 7% | 6% | -4% | -12% | 0%
# `CCNC(=O)COC(=O)CCNC(=O)c1cccc(C)c1` across the screens: 114%[activator] | ? | -5% | 9% | ? | -14% | 2% | -1% | -3%
# `Cc1ccc(S(=O)(=O)NCCc2cn3ccsc3n2)cc1` across the screens: 20% | 9%[59 µM] | -5% | -17% | 4% | ? | -5%[60.1 µM] | . | 0%

# (cont.)
structure,Pol iota inh,G9a block,JMJD2A Tudor inh,POLH inh,BAZ2B block,POLB inh,POLK inh,APE1 inh,BLM inh
CCCN(CC1CC1)S(=O)(=O)c1ccc(-n2cnnn2)c(OC)c1,-5%,7%[12.7 µM],-12%,-8%,11%,-5%,2%,-6%,0%
C[C@H]1CN(S(=O)C(C)(C)C)[C@H](CCO)/C1=C\CCO (stereo not given in full),-7%,.,-1%,5%,.,.,6%,.,.
CCCC(=O)Nc1nc2ccc(NC(=O)c3c(F)c(F)c(OC)c(F)c3F)cc2s1,9%,.,-3%[11.4 µM],-16%,-5%,-3%,-1%,25%,-3%
CC[C@H](C)[C@@H]1NC(=O)c2cc([N+](=O)[O-])cc(F)c2NCCCC[C@@H](C(N)=O)NC(=O)[C@H](CC(N)=O)NC1=O,29%,?,-20%,3%,-2%,0%,8%,1%,-3%
N#Cc1cccc(NC(=O)N2CC[C@@]3(CCCN(C(=O)c4cc(C(F)(F)F)cc(C(F)(F)F)c4)C3)C2)c1,.,-1%[12.7 µM],.,.,.,.,-5%[60.1 µM],2%,3%
N#Cc1c(/N=C/N2CCCC2)oc(-c2ccccc2)c1-c1ccccc1,6%,?,-28%,-17%,-3%,-14%,-2%,2%,-7%
CCOC(=O)C(Cc1ccccc1)c1ccnc2ncnn12 (stereo not given),5%,8%,1%,-19%,-6%,67%,2%,18%,-3%
Cc1cc(C)n2nc(SCC(=O)N/N=C/c3ccccc3F)nc2n1,-2%,36%[12.7 µM],-12%,-3%,3%,21%,0%,8%,-1%
Cc1c(C(=O)N2CCC3(CC2)CC(=O)c2ccccc2O3)cccc1[N+](=O)[O-],16%,10%[0.501 µM],-14%,-4%,9%,.,2%,9%,.
Cc1cnc([N+](=O)[O-])n1CCOC(=O)NC(=O)c1ccc(F)cc1,83%[activator],3%,-4%,-11%,-1%,8%,-16%,-4%,-2%
O=C(CCSc1ccc(Cl)cc1)N1CCN(S(=O)(=O)c2ccccc2)CC1,3%,-1%[2.33 µM],-8%,-20%,11%,.,-17%,2%,.
CC1(C)CC(=O)C(Sc2ccccc2[N+](=O)[O-])=C(O)C1,-1%,50µM*,-23%,-20%,?,13%,4%,5%,2%
CCCC1=NN(C(=O)C(=O)Nc2ccc(Br)cc2)C(O)(C(F)(F)F)C1 (stereo not given),44%[activator],19%[59 µM],?,-24%,?,-23%,-5%,8%,-4%
COC(=O)CCC(=O)Nc1cccc(Br)c1,11%,-40%,4%,-19%,1%,0%,-14%,4%,0%
Cc1ccc(F)c(CNC(=O)C2CCC(=O)N(CCN3CCOCC3)C2)c1F (stereo not given),-17%,-4%,-11%,-1%,-3%,-8%,-7%,15%,1%
CC1=C(C(=O)Nc2ccc(C)cc2)C(c2ccc(Cl)cc2)n2nnnc2N1 (stereo not given),-5%,-6%[59 µM],-2%,-9%,4%,6%,-3%[60.1 µM],.,0%
O=C(COc1ccc2c3c(c(=O)oc2c1)CCC3)Nc1ccc(CCO)cc1,?,2%,-26%,50µM*,-13%,?,-3%,-6%,-11%
CCOC(=O)/C(C#N)=C1/C=CN(c2ccc(C)cc2)C=N1,34%[activator],8%,-14%,-1%,3%,11%,-7%,-8%,0%
CCS(=O)(=O)N1CCCC(C(=O)NCCCN2CCCC2=O)C1 (stereo not given),-7%,-28%[59 µM],12%,-20%,6%,8%,-9%,-1%,0%
C=CCn1c(SCc2ccc(Cl)c(Cl)c2)nnc1C(CO)NC(=O)c1ccc(OC)cc1 (stereo not given),31%[activator],-47%[59 µM],-20%,-5%,-3%,0%,-22%,3%,-8%
COc1ccc2c(c1)CCC1C2=NN(/C(C)=C\C(C)=O)C1c1ccc(F)cc1 (stereo not given),8%,16µM*,14µM*,2%,13%,2%,-11%,4%,-23%
O=C1CC(N2CCN(Cc3ccc4c(c3)OCO4)CC2)C(=O)N1Cc1ccc(N2CCCC2=O)cc1 (stereo not given),-2%,-4%[0.0925 µM],1%,-9%,-13%,35%,5%,16%,-1%
CCN(CC)c1ccc(C2C(C(N)=O)=C(C)Nc3ncnn32)cc1 (stereo not given),5%,5%[59 µM],-17%,-7%,-4%,34%[activator],-6%[60.1 µM],.,1%
COc1ccc(C(=O)N/N=C/c2ccc(OC(=O)c3cccc4ccccc34)c([N+](=O)[O-])c2)cc1,?,17%[59 µM],?,?,?,11µM*,?,2%,-24%
Cc1ccc(-c2nc(CCNC(=O)C(=O)Nc3ccc(F)cc3F)cs2)cc1,20%,7%[59 µM],5%,-6%,3%,11%,-4%[60.1 µM],.,-1%
COCCOC(=O)N/C=C\c1nc2ccccc2c(=O)[nH]1,6%,19%[59 µM],-16%,-4%,1%,2%,-11%,?,1%
CN1CCN(S(=O)(=O)c2ccc(N(C)Cc3cccc(F)c3)nc2)CC1,-9%,12%[12.7 µM],-8%,-9%,-16%,.,1%,2%,.
COc1ccc(CCN2CC(O)=C(c3nc4ccccc4c(=O)[nH]3)C2=N)cc1OC,20%,4%[12.7 µM],-10%,-3%,0%,-4%,-8%,20%,-4%
O=C(Cc1ccc(NC(=O)C2CCN(C(=O)C3CCC3)CC2)cc1)Nc1cccc(C(=O)N2CCCCC2)c1,-7%,.,-21%,-7%,.,.,-11%,.,.
Cc1ccc(C)c(Nc2nc3ccccc3[nH]2)c1,5%,.,-14%,2%,.,.,-20%,.,.
N#CC(c1ccccc1O)N1N=C(c2ccccc2)CC1c1ccccc1 (stereo not given),2%,-24%,-27%,-16%,2%,-1%,-13%,-2%,-16%
COc1ccc(-c2cc(C(=O)Nc3ccc(C)c(N)c3)c3ccccc3n2)cc1,42%[activator],.,?,-9%,5%,7%,-13%,-18%,-11%
COc1cc(C(=O)NC2CCN(Cc3nnnn3Cc3cccs3)CC2)cc(OC)c1OC,28%,-2%[12.7 µM],-26%,-15%,2%,13%,-1%,6%,1%
Cc1ccc(S(=O)(=O)/N=C(/Nc2ccc([N+](=O)[O-])cc2[N+](=O)[O-])c2ccccc2)cc1,2%,.,?,-23%,.,.,-10%,4%,.
N#Cc1sc2nc3c(c(-c4cccnc4)c2c1N)CCC3,6%,26%[12.7 µM],2%,-12%,8%,-1%,-7%,-2%,2%
Cc1ccccc1CNc1nc(N(C)C)nc2c1cnn2C,3%,0%[12.7 µM],-6%,.,-6%,4%,-7%[60.1 µM],.,-6%
Cc1onc(-c2c(F)cccc2Cl)c1C(=O)NC1CCSC1=O (stereo not given),16%,-37%[59 µM],3%,-12%,33%[activator],-1%,-6%,?,0%
